# ROS inducer – ROS inducers in U2OS cancer cells, primary screen, cell-based, H2DCF-DA fluorescence; ROS induction (% of piperlongumine), % at 10 µM; 2% of 46,000 active; AID 624156, 2012; U2OS ROS induction; in the data active = ROS induction above about 79%, passing the limit was not always enough; inconclusive = no clear call, values can overlap the other calls;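 also: 0% = DMSO vehicle median and 100% = reference compound median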
# An asterisk follows results filed as active; ? = inconclusive.
Molecule	ROS inducer
C[C@@H]1CN([C@H](C)CO)C(=O)Cc2cc(NC(=O)C3CCCCC3)ccc2O[C@@H]1CN(C)Cc1ccccc1	13
CCc1ccc2[nH]c3nc(C)cc(C)c3c(=O)c2c1	25
O=C(Nc1ccc(Oc2ccccc2)cc1)C1CC(=O)n2ncnc2N1 (configuration not stated)	3
CCOc1ccc(NC(=O)NCc2cccn2C)cc1	13
C[C@@H]1CN([C@H](C)CO)C(=O)Cc2cc(NS(=O)(=O)c3cccs3)ccc2O[C@H]1CN(C)C	54
C=CCn1c(=O)c2ccccc2n2nnc(C(=O)OCC)c12	22
C[C@H]1CN([C@@H](C)CO)C(=O)c2cccc(NS(=O)(=O)c3ccc(F)cc3)c2O[C@@H]1CN(C)S(=O)(=O)c1ccc(Cl)cc1	8
C[C@H]1CN([C@@H](C)CO)C(=O)Cc2cc(NS(=O)(=O)c3ccccc3)ccc2O[C@H]1CN(C)Cc1ccc(Oc2ccccc2)cc1	17
O=C(O)C1OC(c2cccc(Cl)c2)=NC12CC2 (configuration not stated)	-7
COc1ccc(S(=O)(=O)Nc2cccc3c2O[C@H](CN(C)C(=O)Nc2ccc4c(c2)OCO4)[C@H](C)CN([C@H](C)CO)C3=O)cc1	-15
Nc1nc(SCC(=O)Nc2ccc(Br)cc2Cl)n[nH]1	-13
C[C@H]1CN([C@@H](C)CO)C(=O)c2cccc(N(C)C)c2O[C@@H]1CN(C)Cc1ccc2c(c1)OCO2	1
O=C(NCc1ccccn1)C1CCC(CNS(=O)(=O)c2ccccc2)CC1 (configuration not stated)	-10
Cc1ccc(CSc2nc3ccccc3c3nc(CCn4nc(C)cc4C)nn23)cc1	-1
CC(C)(C)C(=O)Nc1nc(NC(=O)C(C)(C)C)nc(-c2ccccc2Cl)n1	-1
c1ccc(COc2c3c(nc4ccccc24)CCCC3)cc1	23

# 2 records picked at random from those above:
Molecule	ROS inducer
C[C@H]1CN([C@@H](C)CO)C(=O)c2cccc(N(C)C)c2O[C@@H]1CN(C)Cc1ccc2c(c1)OCO2	1
O=C(O)C1OC(c2cccc(Cl)c2)=NC12CC2 (configuration not stated)	-7

# Additional records follow:
Molecule	ROS inducer
Cc1cccc(CN(C)C[C@@H]2Oc3ncc(C#CCN(C)C)cc3C(=O)N([C@H](C)CO)C[C@@H]2C)c1	-11
Cc1nnc(SCC(=O)c2c(C)[nH]c3ccccc23)s1	-18
C[C@@H]1CCCCO[C@@H](CN(C)C(=O)Nc2ccc(F)cc2)[C@@H](C)CN([C@H](C)CO)C(=O)c2cc(NC(=O)Nc3cccc4ccccc34)ccc2O1	42
C[C@@H]1CCCCO[C@H](CN(C)S(=O)(=O)c2ccc(F)cc2)[C@@H](C)CN([C@H](C)CO)C(=O)c2cc(NC(=O)c3ccncc3)ccc2O1	27
COC(=O)c1ccccc1NC(=O)c1ccc(F)cc1	7
CC(C)NC(=O)Nc1ccc2c(c1)C(=O)N([C@H](C)CO)C[C@H](C)[C@@H](CN(C)S(=O)(=O)c1cccs1)OCCCC[C@@H](C)O2	3
C[C@@H]1CN([C@@H](C)CO)C(=O)c2cc(NC(=O)c3ccncc3)ccc2O[C@H]1CN(C)Cc1ccc(Oc2ccccc2)cc1	8
COc1ccc(S(=O)(=O)N(C)C[C@@H]2Oc3c(NC(=O)C4CCCCC4)cccc3C(=O)N([C@H](C)CO)C[C@H]2C)cc1	5

# Three of the compounds above, as labelled records:
C[C@@H]1CCCCO[C@H](CN(C)S(=O)(=O)c2ccc(F)cc2)[C@@H](C)CN([C@H](C)CO)C(=O)c2cc(NC(=O)c3ccncc3)ccc2O1
  ROS inducer = 27

COC(=O)c1ccccc1NC(=O)c1ccc(F)cc1
  ROS inducer = 7

CC(C)NC(=O)Nc1ccc2c(c1)C(=O)N([C@H](C)CO)C[C@H](C)[C@@H](CN(C)S(=O)(=O)c1cccs1)OCCCC[C@@H](C)O2
  ROS inducer = 3

# More results follow:
Molecule	ROS inducer
CCCCCC[C@@H]([C@@H](C)O)n1cnc2c(N)ncnc21	3
C[C@@H]1CN([C@@H](C)CO)C(=O)c2cc(NC(=O)Cn3cnnn3)ccc2O[C@@H]1CN(C)CC1CC1	-16
COC1=CC(=O)CC(C)C12Oc1cc(OC)cc(O)c1C2=O (configuration not stated)	10
CN1CCc2c(c3ccccc3n2Cc2ccccc2)C1	7
COc1cc2c(cc1OC)CN(C(=O)[C@@H]1[C@H]3C(=O)O[C@H](c4ccccc4)[C@H](c4ccccc4)N3[C@H](c3ccc(OCCO)cc3)[C@@]13C(=O)Nc1ccccc13)CC2	98*
O=C(NCCc1ccccc1)c1cc2c(ccc3ccccc32)o1	-3
CCCNC(=O)c1cnn2c(C)c(Cc3ccccc3)c(C)nc12	8
COc1ccc([N+](=O)[O-])cc1NC(=O)CN(c1ccc(Cl)cc1C)S(C)(=O)=O	16
C[C@@H]1CN([C@H](C)CO)C(=O)Cc2cc(NC(=O)CCC(F)(F)F)ccc2O[C@H]1CN(C)S(=O)(=O)c1ccc(Cl)cc1	16
COc1cccc(Cc2nnc(-c3ccc(-c4cccs4)s3)o2)c1	30
C[C@@H]1CN([C@@H](C)CO)C(=O)c2cc(NS(=O)(=O)c3cn(C)cn3)ccc2O[C@@H]1CN(C)Cc1ccc(C(=O)O)cc1	8
COc1ccc(NC(=O)Nc2ccc3c(c2)C(=O)N([C@H](C)CO)C[C@H](C)[C@H](CN(C)C(=O)Nc2ccc(OC)cc2)O3)cc1	16
Cc1noc(C)c1NC(=O)N(C)C[C@H]1OCCCC[C@@H](C)Oc2ccc(NC(=O)Cc3ccccc3)cc2C(=O)N([C@H](C)CO)C[C@@H]1C	2
CC(=O)NC(=O)C1C=C2C=CC=CC2OC1=Nc1ccc(C(F)(F)F)cc1 (configuration not stated)	7
COc1ccc(CN(C)C[C@H]2Oc3c(NS(=O)(=O)c4cccs4)cccc3C(=O)N([C@H](C)CO)C[C@@H]2C)cc1	22
O=C(COc1ccc(Br)cc1)Nc1cccc(-c2nc3cc(Cl)ccc3o2)c1	-11
COc1ccc(C2CC(c3ccc(C)cc3)=NN2S(=O)(=O)c2ccc(C)cc2)cc1 (configuration not stated)	18
CC(Oc1ccc(Cl)cc1Cl)C(=O)Nc1ccc(Cl)c(-c2nc3ncccc3o2)c1 (configuration not stated)	17
COc1cc(OC)c2c(=O)c(O)c(-c3ccc(OC)c(OC)c3)oc2c1	83*
O=[N+]([O-])c1cccc(COc2ccc(-c3cnc4ccccc4n3)cc2)c1	-12
Cn1cc(/C=N/NC(=O)c2ccccn2)c2ccccc21	-11
C[C@H](CO)N1C[C@H](C)[C@H](CN(C)C)Oc2ccc(NC(=O)Nc3cccc4ccccc34)cc2C1=O	7
C[C@@H]1CN([C@H](C)CO)C(=O)c2cccc(NC(=O)c3ccc(-c4nccs4)cc3)c2O[C@@H]1CN(C)S(C)(=O)=O	-2
COc1ccc(S(=O)(=O)Nc2cccc3c2O[C@H](CN(C)Cc2ccc(-c4ccccc4)cc2)[C@H](C)CN([C@H](C)CO)C3=O)cc1	96*

# Single entries from above.
# C[C@@H]1CN([C@H](C)CO)C(=O)Cc2cc(NC(=O)C3CCCCC3)ccc2O[C@@H]1CN(C)Cc1ccccc1 in ROS inducer is entered as 13
# C[C@@H]1CN([C@H](C)CO)C(=O)Cc2cc(NS(=O)(=O)c3cccs3)ccc2O[C@H]1CN(C)C in ROS inducer is entered as 54
# C[C@H]1CN([C@@H](C)CO)C(=O)c2cccc(N(C)C)c2O[C@@H]1CN(C)Cc1ccc2c(c1)OCO2 in ROS inducer is entered as 1

# Additional structures:
Molecule	ROS inducer
c1ccc(-c2cnc3nonc3n2)cc1	63
Clc1ccc(-c2csc(COc3ccc4nonc4c3)n2)cc1	-9
C[C@@H]1CN([C@H](C)CO)C(=O)c2cccc(NS(=O)(=O)c3cccs3)c2O[C@@H]1CN(C)Cc1ccc(Cl)c(Cl)c1	6
CC(=O)c1cccc(NC(=O)C2CCCN(S(=O)(=O)c3ccc(Cl)cc3)C2)c1 (configuration not stated)	29
COc1ccc(NC(=O)Nc2ccc3c(c2)C(=O)N([C@@H](C)CO)C[C@@H](C)[C@@H](CN(C)C)O3)cc1	-2
Cc1noc(C)c1NC(=O)Nc1cccc2c1O[C@H](CN(C)S(=O)(=O)c1cn(C)cn1)[C@@H](C)CN([C@@H](C)CO)C2=O	-11
CC(C)(C)c1ccc(OCC(=O)NC(c2ccccc2)c2ccccc2)cc1	15
C[C@H](CO)N1C[C@H](C)[C@H](CN(C)S(=O)(=O)c2cccs2)Oc2ccc(NC(=O)CCC(F)(F)F)cc2CC1=O	0
C[C@H]1CN([C@@H](C)CO)C(=O)Cc2cc(NC(=O)CCC(F)(F)F)ccc2O[C@H]1CN(C)S(=O)(=O)c1ccc(F)cc1	8
COc1ccc([C@H]2C=C(C(=O)O)O[C@@H](OCCCCO)C2)cc1	4
C[C@@H]1CN([C@H](C)CO)C(=O)Cc2cc(NC(=O)Nc3cccc4ccccc34)ccc2O[C@H]1CN(C)Cc1ccccc1	-2
C[C@H](CO)N1C[C@H](C)[C@H](CN(C)Cc2ccncc2)Oc2c(NS(=O)(=O)c3ccc(F)cc3)cccc2C1=O	-7
Cc1ccccc1NC(=O)Nc1sc(NS(=O)(=O)c2ccccc2)nc1C	-14
C(=C\c1nn2c(C3COc4ccccc4O3)nnc2s1)/c1ccccc1 (configuration not stated)	-1
O=C(NO)c1ccc(C(=O)N/N=C/c2ccc(-n3ccnc3)cc2)cc1	6
C[C@@H]1CCCCO[C@H](CN(C)C(=O)Nc2ccc(C(F)(F)F)cc2)[C@@H](C)CN([C@H](C)CO)C(=O)c2cc(NS(=O)(=O)c3ccc(Cl)cc3)ccc2O1	42
Cc1ccc(S(=O)(=O)Nc2ccc3c(c2)CC(=O)N([C@H](C)CO)C[C@H](C)[C@H](CN(C)C(=O)Nc2ccc4c(c2)OCO4)O3)cc1	-1
C[C@@H]1CN([C@H](C)CO)C(=O)c2cc(NS(=O)(=O)c3ccccc3)ccc2O[C@H]1CN(C)C(=O)Nc1ccc(F)cc1	11
O=C(N/N=C/[C@H](O)[C@H](O)[C@@H](O)[C@@H](O)CO)c1ccccc1O	-14
CNc1cc(NC)c2ncnc3c2c1C(=O)c1ccccc1-3	63
C[C@@H]1CN([C@@H](C)CO)C(=O)c2cc(NC(=O)CCCN(C)C)ccc2O[C@H]1CN(C)Cc1ccc(Oc2ccccc2)cc1	4
CCOC(=O)c1nnn2c1nc(Sc1nc3ccccc3o1)c1ccccc12	108*
C[C@]12CCC3c4ccc(O)cc4CCC3C1CC[C@@H]2O (some centres not stated)	-15
CCOC(=O)c1cc(S(=O)(=O)N(CC)c2ccccc2)cn1C	-5
CCc1ccc(OCC(=O)Nc2ccc(OC)cc2)cc1	-13
C[C@@H]1CCCCO[C@@H](CN(C)Cc2ccccc2)[C@@H](C)CN([C@H](C)CO)C(=O)c2cc(NC(=O)Nc3cccc4ccccc34)ccc2O1	21
COc1ccc(S(=O)(=O)N(C)C[C@@H]2Oc3c(NS(=O)(=O)c4cn(C)cn4)cccc3C(=O)N([C@@H](C)CO)C[C@@H]2C)cc1	-1
C[C@@H]1CN([C@H](C)CO)C(=O)c2cccc(NS(=O)(=O)c3cccs3)c2O[C@@H]1CN(C)S(=O)(=O)c1ccc(F)cc1	-9
Cc1noc(C)c1NC(=O)Nc1ccc2c(c1)C(=O)N([C@H](C)CO)C[C@H](C)[C@@H](CN(C)S(C)(=O)=O)OCCCC[C@@H](C)O2	-2
CCN1CNC(=S)N(C2CCCCC2)C1	-8
COc1ccc(OC)c2c1CC(C)(C)n1c(-c3ccc(Cl)cc3)nnc1-2	-5
C[C@@H]1CN([C@H](C)CO)C(=O)c2cc(NC(=O)CCC(F)(F)F)ccc2O[C@@H]1CN(C)C(=O)Nc1ccc(C(F)(F)F)cc1	-1
C[C@@H]1CN([C@H](C)CO)C(=O)c2cccc(N(C)C)c2O[C@H]1CN(C)S(=O)(=O)c1ccc(Cl)cc1	-11
C=CCN1C(=O)[C@]2(O[C@H](CCO)[C@@H]([Si](C)(C)c3ccc(OC)cc3)[C@@H]2C)c2cc(N3CCOC3=O)ccc21	20
O=C(CSc1ccc(-c2ccncc2)nn1)NC1CCCC1	-6
Cc1cc(C(=O)Nc2cccc3c2O[C@H](CN(C)C(=O)Nc2c(C)noc2C)[C@H](C)CN([C@H](C)CO)C3=O)n(C)n1	-10
COc1ccc(S(=O)(=O)Nc2ccc3c(c2)C(=O)N([C@H](C)CO)C[C@@H](C)[C@@H](CN(C)S(=O)(=O)c2cccs2)O3)cc1	2
COCCN=c1c([N+](=O)[O-])nn(-c2ccccc2)n1O	-9
O=C1CC(c2ccc(O)cc2)Oc2cc(O)cc(O)c21 (configuration not stated)	-1
C[C@@H]1CN([C@@H](C)CO)C(=O)c2cc(NS(=O)(=O)c3ccc(Cl)cc3)ccc2O[C@@H]1CN(C)Cc1ccc(C(=O)O)cc1	?
CCOc1ccc(NC(=S)NC(c2ccccc2)c2ccccc2)cc1	11
Cc1noc(C)c1NC(=O)Nc1ccc2c(c1)CC(=O)N([C@@H](C)CO)C[C@H](C)[C@@H](CN(C)Cc1ccccc1)O2	-13
Cc1noc(C)c1NC(=O)Nc1ccc2c(c1)C(=O)N([C@H](C)CO)C[C@H](C)[C@@H](CN(C)CC1CCCCC1)O2	-10
Cc1nn(C)c2sc(C(=O)N(Cc3ccccn3)Cc3ccccn3)cc12	4
O=C(Nc1nc2ccccc2n1Cc1ccc(Cl)cc1)C1CCCCC1	-3

# Some of the compounds tested; count on the stated rates, not on these rows.
